mcGAS lum – mouse cGAS inhibition by luminescence; Q8C6L5; recombinant cGAS, Kinase-Glo ATP depletion luminescence; inhibition, % at 12.5 µM; actives 0.15% (n = 160,000);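 further: 0% = negative control wells and 100% = reference inhibitor with no enzyme activity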
NPYLR7 agonist – activates Aedes aegypti NPYLR7 receptor. actives 0.15% (n = 270,000). HEK293T NPYLR7/Galpha15, GCaMP6s calcium fluorescence. AID 1259423. activation, % at 10 µM; in the data active means activation above about 40%;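 further: 0% = vehicle and 100% = reference agonist at the receptor; some compounds past the cut are filed as inactive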
hcGAS lum – human cGAS inhibition | Q8N884 | recombinant h-cGAS, ATP depletion, Kinase-Glo luminescence | inhibition, % at 12.5 µM | actives 0.081% (n = 290,000) | AID 1259398;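 further: 0% = vehicle reaction and 100% = reaction without DNA for no activity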
Target sequence (Q8N884 whole entry, looked up): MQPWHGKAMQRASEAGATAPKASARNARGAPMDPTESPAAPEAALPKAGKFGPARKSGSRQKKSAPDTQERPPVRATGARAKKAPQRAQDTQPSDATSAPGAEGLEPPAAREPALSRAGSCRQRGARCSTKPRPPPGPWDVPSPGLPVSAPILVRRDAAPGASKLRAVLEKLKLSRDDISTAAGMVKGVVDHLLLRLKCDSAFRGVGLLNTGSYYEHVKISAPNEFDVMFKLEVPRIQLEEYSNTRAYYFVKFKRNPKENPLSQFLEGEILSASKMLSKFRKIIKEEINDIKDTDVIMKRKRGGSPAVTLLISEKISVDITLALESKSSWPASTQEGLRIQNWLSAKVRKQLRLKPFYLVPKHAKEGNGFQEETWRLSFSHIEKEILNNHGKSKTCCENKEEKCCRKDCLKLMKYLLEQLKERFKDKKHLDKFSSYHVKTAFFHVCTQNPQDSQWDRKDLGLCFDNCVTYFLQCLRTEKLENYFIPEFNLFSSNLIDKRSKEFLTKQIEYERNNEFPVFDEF
The depositor's hits bear a star; x = no result given. Unless noted, no stated cut-off is given here; in the data, active means inhibition above about 40%; inactive means the rest.

SMILES | mcGAS lum | NPYLR7 agonist | hcGAS lum
CC(C(=O)Nc1sc2c(c1C(N)=O)CCC2)N1CCN(CC(=O)Nc2ccc(F)cc2)CC1 (stereo not drawn) | x | 4 | -6
Cc1ccc(CC(=O)Nc2n[nH]c(C(F)(F)F)n2)cc1 | x | -4 | 3
COc1cccc(C(=O)N2CCN(c3cc(Oc4ccc(C)cc4OC)ncn3)CC2C)c1 (stereo not drawn) | -2 | -3 | -5
Cc1ccc(/C=C2\SC(=Nc3cc(C)cc(C)c3)NC2=O)cc1 | -5 | -8 | -5
CS(=O)(=O)c1cccc(C(=O)NC2CCCCC2C(F)(F)F)c1 (stereo not drawn) | -2 | 2 | -3
NC(=S)N/N=c1\oc2cc(O)ccc2cc1-c1nc2ccccc2[nH]1 | x | 67* | 1
CCOC(=O)c1c(NC(=O)c2cnn3c(C(F)(F)F)cc(-c4ccccc4)nc23)sc(C)c1C | -6 | 13 | -5
O=C(C1CC1)N1CCN(c2ncnc3c2nnn3Cc2ccccc2)CC1 | 0 | -15 | -4
O=C(Cn1c(-c2nnco2)cc2ccccc21)N1CCOCC1 | -8 | -3 | -4
C=CCc1ccccc1OCCN(C)C(=O)c1occc1C | -15 | -4 | -2
CC(C)CCCC1CN(C(=O)c2ccc(=O)[nH]n2)CCO1 (stereo not drawn) | -1 | 2 | 1
CN(C)CCN(Cc1cc(NC(=O)c2ccccc2Cl)ccc1N(C)C)C(=O)c1cccs1 | -9 | 1 | -7
C=CCNC(=O)C(NC(=O)c1cccc(C)c1)C1CCN(C(=O)c2cccc(F)c2)CC1 (stereo not drawn) | -2 | -1 | 1
CCOC(=O)C1(CCc2ccccc2)CCN(Cc2nc3ccccc3[nH]2)CC1 | x | 7 | -7
COc1ccc(C2CC(C)=NN2C=O)cc1OC (stereo not drawn) | 1 | 3 | 2
O=C(N=Nc1c(O)[nH]c2ccccc12)c1nc2ccccc2c(=O)[nH]1 | -5 | 6 | -3
CC(Sc1nc(N)c(C#N)cc1C#N)c1cn(-c2ccccc2)nn1 (stereo not drawn) | x | -4 | 2
Cc1[nH]n(-c2ccccc2)c(=O)c1C(C[N+](=O)[O-])c1ccc(F)cc1 (stereo not drawn) | x | 2 | -6
Cc1ccccc1-n1cc(CN2CCCC(N3CCCC3=O)C2)cn1 (stereo not drawn) | x | 6 | -6
C#CCOc1ccc(C2c3cc4c(cc3OC(=N)C2C#N)OCO4)cc1OC (stereo not drawn) | x | 0 | -14
CCCc1nc(N2CCN(C(=O)Cc3ccc(OC)cc3)CC2)c2cnn(-c3ccccc3)c2n1 | -5 | 8 | -3
CC(C1CC1)N(C(=O)Nc1ccc(N2CCOC2=O)cc1)C1CC1 (stereo not drawn) | x | -3 | 0
CC(Cc1nsc(Nc2ccc(Cl)cc2)n1)=NCC1CCCO1 (stereo not drawn) | x | 4 | 7
O=C(CN(Cc1ccccc1)C(=O)COCc1ccccc1)Nc1cc(-c2ccccc2)nn1-c1ccc(F)cc1 | -5 | 3 | -11
Cc1c(Cl)cccc1N1CN(C(=O)CN(Cc2ccccc2)C(=O)CC(C)C)CC1=O | -3 | -1 | -2
CCN(CC)Cc1cnc2c(C(=O)NCc3cn(C)nc3C)cnn2c1 | -16 | 2 | -4
C=c1oc(C)cc1=C1NN=C(CCC(=O)NC(C)c2ccc(Cl)cc2)O1 (stereo not drawn) | -3 | 5 | -3
CCN1CCC(CNC(=O)Nc2ccc(OC)cc2C)C1 (stereo not drawn) | -22 | 0 | -7
CCN1CCN(CCC(=O)NCC2(O)CCCCCC2)CC1 | x | 7 | -7
CCCc1nc2c3ccccc3n(CC(=O)Nc3ccccc3C)c(=O)n2n1 | x | 4 | -6
CCn1c(C)cc(C(=O)N2CC[C@]3(OC)CC[C@@H](OC)C[C@H]23)c1C | 0 | x | 10
C=CCOC(=O)C1C(C)=Nc2nc(SCCC)[nH]c(=O)c2C1c1ccc(F)cc1 (stereo not drawn) | -7 | 4 | -2
Cc1cc(C(=O)N2CCN(Cc3cccc(-c4noc(CC(C)C)n4)c3)CC2)no1 | -6 | 10 | -2
COc1c[nH]c(CN2CCCC(N(C)C)CC2)cc1=O (stereo not drawn) | x | 27 | -7
COc1ccccc1Oc1ncccc1CNC(=O)c1cccnc1OC | x | 10 | -8
CCCCc1nc(C(N)=O)c2[nH]c(=O)n(-c3cccc(OC)c3)c2n1 | x | 10 | -7
O=[N+]([O-])c1ccc(/C=N\Nc2nc(Nc3ccc(F)cc3)nc(N3CCOCC3)n2)cc1 | 0 | -20 | 2
CC(C)Cc1noc(C2CCCN(c3nc(CCN)nc4ccccc34)C2)n1 (stereo not drawn) | -9 | 6 | -9
O=S(=O)(c1cc(Cl)ccc1Cl)N1c2cccc3cccc(c23)S1(=O)=O | x | -5 | -5
CC1(C)Cc2c(cnn2-c2cccc(F)c2)C(NC(=O)c2n[nH]c3c2CCC3)C1 (stereo not drawn) | x | 8 | -5

Quoted at random: 2 records from the list, in no set order.
SMILES | mcGAS lum | NPYLR7 agonist | hcGAS lum
CCN1CCC(CNC(=O)Nc2ccc(OC)cc2C)C1 (stereo not drawn) | -22 | 0 | -7
COc1ccccc1Oc1ncccc1CNC(=O)c1cccnc1OC | x | 10 | -8

Reprinted from the entries so far, 13 compounds:
SMILES | mcGAS lum | NPYLR7 agonist | hcGAS lum
CCN1CCC(CNC(=O)Nc2ccc(OC)cc2C)C1 (stereo not drawn) | -22 | 0 | -7
CCN1CCN(CCC(=O)NCC2(O)CCCCCC2)CC1 | x | 7 | -7
CCCc1nc2c3ccccc3n(CC(=O)Nc3ccccc3C)c(=O)n2n1 | x | 4 | -6
CCn1c(C)cc(C(=O)N2CC[C@]3(OC)CC[C@@H](OC)C[C@H]23)c1C | 0 | x | 10
C=CCOC(=O)C1C(C)=Nc2nc(SCCC)[nH]c(=O)c2C1c1ccc(F)cc1 (stereo not drawn) | -7 | 4 | -2
Cc1cc(C(=O)N2CCN(Cc3cccc(-c4noc(CC(C)C)n4)c3)CC2)no1 | -6 | 10 | -2
COc1c[nH]c(CN2CCCC(N(C)C)CC2)cc1=O (stereo not drawn) | x | 27 | -7
COc1ccccc1Oc1ncccc1CNC(=O)c1cccnc1OC | x | 10 | -8
CCCCc1nc(C(N)=O)c2[nH]c(=O)n(-c3cccc(OC)c3)c2n1 | x | 10 | -7
O=[N+]([O-])c1ccc(/C=N\Nc2nc(Nc3ccc(F)cc3)nc(N3CCOCC3)n2)cc1 | 0 | -20 | 2
CC(C)Cc1noc(C2CCCN(c3nc(CCN)nc4ccccc34)C2)n1 (stereo not drawn) | -9 | 6 | -9
O=S(=O)(c1cc(Cl)ccc1Cl)N1c2cccc3cccc(c23)S1(=O)=O | x | -5 | -5
CC1(C)Cc2c(cnn2-c2cccc(F)c2)C(NC(=O)c2n[nH]c3c2CCC3)C1 (stereo not drawn) | x | 8 | -5

Additional results follow.
SMILES | mcGAS lum | NPYLR7 agonist | hcGAS lum
O=C(NCC1CCCN(Cc2cn[nH]c2C2CCCCC2)C1)c1n[nH]c2ccccc12 (stereo not drawn) | -7 | 4 | 1
O=S(=O)(NCCOc1ccc(-c2ccccc2)nn1)c1ccc(Oc2ccccc2)cc1 | -11 | -1 | -7
Cn1nnc2c(SCC(=O)NCc3ccccc3Cl)ncnc21 | x | 1 | -9
C=c1ccccc1=c1[nH]/c(=C\c2ccc(N(C)C)cc2)c(=O)o1 | -5 | 1 | -6
O=C(NCCCCCCNC(=O)OC1CCS(=O)(=O)C1)OC1CCS(=O)(=O)C1 (stereo not drawn) | x | 2 | -1
C=CCC(O)(CC=C)c1ccc(CN(CCC)Cc2cccc(OC)c2)o1 | -6 | 14 | -9
COc1cc(C(=O)N2CCN(c3nc4ccccc4nc3-c3ccccc3)CC2)cc(OC)c1OC | -4 | 18 | -5
COc1cc(/C=C2/SC(=Nc3ccccc3)NC2=O)ccc1OC(=O)c1ccccc1 | -4 | -7 | -4
CCCS(=O)(=O)NCc1cccc(COC2CCCC2)c1 | x | 7 | -14
CCCCCC(=O)N1[C@@H](c2ccco2)[C@@H](C(=O)NC)C[C@]12CCCCNC2=O | -6 | 1 | -3
COCC(=O)Nc1ccc(N2CCN(C(=O)[C@H](C)OC(C)=O)CC2)nc1 | -6 | 10 | -4
CC(C)CN1CC(OC(=O)NC2CCCCC2)CN(C(=O)c2cccs2)CC1=O (stereo not drawn) | -5 | -2 | 0
Cc1ccc(CNC(=O)CSc2ccc(-c3ccc(-n4ccnc4)cc3)nn2)cc1 | -5 | -5 | -4
CCn1c(CCNC2CCC3(CCNCC3)CC2)nc2ccccc21 | x | 18 | -5
CN(CC1CCCN1C)c1ccnc(C(=O)NCc2cccnc2)c1 (stereo not drawn) | x | 12 | -4
O=C(NCC1CCN(Cc2cccnc2)C1)C1(C(F)(F)F)CC1 (stereo not drawn) | -2 | -3 | -4
CN(C)CCNC(=O)c1c(O)nc2sccn2c1=O | -5 | -2 | -5
CC(C)c1cc(=O)n2c(n1)SCC2CC(=O)Nc1ccon1 (stereo not drawn) | x | -2 | -7
COCCCNc1nc2nonc2nc1NC1CCC1 | 1 | -6 | 1
Cc1nc2ccccn2c(=O)c1NC(=O)NCc1ccccc1 | -11 | 0 | -6
COc1ccc(C2=NN(C(=O)CN3CCC4(CC3)OCCO4)C(c3ccco3)C2)cc1 (stereo not drawn) | -5 | -2 | -4
COc1ccccc1NC(=O)N(C)CCN1C(=O)C(C)SC1c1ccccc1Cl (stereo not drawn) | -7 | x | -9
Cc1ccc(-n2c(SCC#N)nc3sc(C)c(C)c3c2=O)c(C)c1 | x | -2 | 2
CCOC1CC(NC(=O)c2cnc(-c3cnn(C)c3)s2)C12CCCC2 (stereo not drawn) | x | -14 | 8
O=c1c2ccc(-c3ccc(Cl)cc3)nc2[nH]n1-c1ccccc1 | x | -2 | -10
O=c1c2cnc3nc(-c4ccc(Cl)cc4)nn3c2ccn1CCN1CCOCC1 | x | -1 | -2
Cc1ccccc1OCC(=O)N1CCOC(COc2cccc(C(F)(F)F)c2)C1 (stereo not drawn) | -4 | -5 | -3
CC(=O)N1CCCCC1CC(=O)Nc1c(F)cccc1N1CCCC1 (stereo not drawn) | x | 1 | 1
CCc1nc(COc2ccc(C(=O)Nc3cccc(C#N)c3)cc2)no1 | -13 | 4 | -8
O=C(CN1CN(c2ccccc2)C2(CCN(C(=O)c3ccc(F)cc3)CC2)C1=O)NCc1ccco1 | -4 | 25 | -4
O=C1NC(N2CCOCC2)=N/C1=C\c1ccccc1 | x | -4 | -2
COc1ccc(NC(=O)c2sc(=O)n(Cc3cc(C(C)=O)ccc3OC)c2C)cc1 | x | 8 | -2
O=C(Cn1nnnc1CN1CCc2ccccc2C1)N1CCN(c2cnccn2)CC1 | -11 | 2 | -13
C=CC[C@H]1CC=C[C@H](CC=C)[N+]1(C)C | x | -2 | -3
Cc1[nH]c2ccccc2c1CCNC(=O)c1cccs1 | -10 | 1 | -7
CCn1ccc(C(=O)N(C)Cc2ccccc2C(F)(F)F)n1 | x | -8 | -3
O=C(N[C@@H]1c2ccccc2C[C@@H]1O)c1cccc2ccnn12 | x | -1 | 0
O=C(c1ccc(F)c(F)c1)N1CCc2ccccc2C1c1ccc(Cl)cc1 (stereo not drawn) | -5 | 9 | -4
CCOc1ccc(NC(=O)CSc2nc(=O)n3cc(C)ccc3n2)cc1 | -8 | 4 | -8
COc1ccc(C(=O)NCCCNC(=O)[C@H]2CCCN2C(=O)c2cccc([N+](=O)[O-])c2)cc1 | 1 | x | 5
CN1CCN(C(=O)c2ccnc(N3CCC4(CCNCC4)CC3)c2)CC1 | -8 | x | -1
O=C(NCc1ccccc1F)c1ccc(-c2cc(-c3ccc(N4CCCCC4)cc3)n[nH]2)cc1 | -8 | 0 | -8
COc1ccc(OC)c(C2CCN(C(=O)c3cc(C4CC4)[nH]n3)C2)c1 (stereo not drawn) | -11 | 13 | 2
CCCCC1CC(C)(/C(C)=C\NC(N)=S)OC1=O (stereo not drawn) | x | 1 | -6
Cc1ccc(Cc2nc(N3CCN(C(=O)Cc4cccs4)CC3)c3c(-c4cccnc4)noc3n2)cc1 | 1 | 0 | -3
CC(=O)Nc1nc(SCC(=O)N2CCc3ccccc32)[nH]c(=O)c1NC(=O)c1ccc(F)cc1 | -5 | 6 | -3
CC(C)(C)OC(=O)CSc1ncnc2sc3c(c12)CCCC3 | -6 | 6 | -9
COc1ccc(CCNC(=O)C2CCCN2c2nc(Cc3ccc(C)cc3)ns2)cc1OC (stereo not drawn) | 0 | -18 | -3
CN(Cc1ccccc1)C1(CNCc2ccccn2)Cc2ccccc2C1 | x | 6 | -4
CNc1nc2ccccc2n1/N=C\c1cccc(OC)c1OC | x | 12 | 1
CN1CCN(c2ncc(CNCCc3nnc4n3CCCCC4)cn2)CC1 | x | 21 | -11
CCCn1nccc1C(=O)N1CCCC2(CCN(C)C2)C1 (stereo not drawn) | x | 2 | -13
Cc1ccc(NC(=O)N2CCN(C(C(=O)N3CCc4ccccc4C3)C3CCCC3)CC2)cc1 (stereo not drawn) | -5 | -6 | -2
CSCCC(=O)N1CCCC(CCC(=O)NCc2ccccc2Cl)C1 (stereo not drawn) | x | -1 | 0
Cc1ccn2c(=O)cc(CN(C)Cc3ccc(OC(F)F)cc3)nc2c1 | x | 1 | -15
Cc1ccc(N2CC(C(=O)Nc3cccc(-c4nnc5n4CCC5)c3)CC2=O)c(F)c1 (stereo not drawn) | -2 | 11 | 2
Cc1ccccc1CN1C(=O)C2(SC(C)(C)CN2C(=O)C2CCCC2)c2ccccc21 (stereo not drawn) | -8 | -4 | -8
Cc1ccc(Cc2nc(N3CCN(C(=O)c4ccccc4Br)CC3)c3c(C)nn(-c4ccc(F)cc4)c3n2)cc1 | -1 | -1 | 0
O=C(O)c1cc2c(c(S(=O)(=O)N3CCOc4ccccc43)c1)CCC2 | x | 7 | -14
N#CC(=Cc1ccccc1I)c1ccccn1 | -4 | -1 | -4
O=C1NC2(CCN(Cc3ccccn3)CC2)Nc2ccc(Br)cc21 | -5 | 1 | -7
COc1ccc(N2CCN(Cc3nc4c(c(=O)[nH]c(=O)n4C)n3CC(C)=O)CC2)cc1 | x | 7 | 3

Screening data: PubChem, Fisher Drug Discovery Resource Center
